Bioassay records (PubChem BioAssay)
TbREL1 inh: TbREL1 RNA ligase inhibitors, primary screen, biochemical, FRET fluorescence | hit rate 0.49% among 89,000 | inhibition, % at 9.66 µM | AID 1117264, 2014 | TbREL1 RNA ligation | RNA-editing ligase 1, mitochondrial (Trypanosoma brucei brucei), P86926;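 active = inhibition above the mean inhibition across all screened compounds plus 3 SD, cut at about 11% in these data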;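 also: 0% = plate median of test wells and 100% = NSC42067 control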
Target sequence (P86926 whole entry, looked up): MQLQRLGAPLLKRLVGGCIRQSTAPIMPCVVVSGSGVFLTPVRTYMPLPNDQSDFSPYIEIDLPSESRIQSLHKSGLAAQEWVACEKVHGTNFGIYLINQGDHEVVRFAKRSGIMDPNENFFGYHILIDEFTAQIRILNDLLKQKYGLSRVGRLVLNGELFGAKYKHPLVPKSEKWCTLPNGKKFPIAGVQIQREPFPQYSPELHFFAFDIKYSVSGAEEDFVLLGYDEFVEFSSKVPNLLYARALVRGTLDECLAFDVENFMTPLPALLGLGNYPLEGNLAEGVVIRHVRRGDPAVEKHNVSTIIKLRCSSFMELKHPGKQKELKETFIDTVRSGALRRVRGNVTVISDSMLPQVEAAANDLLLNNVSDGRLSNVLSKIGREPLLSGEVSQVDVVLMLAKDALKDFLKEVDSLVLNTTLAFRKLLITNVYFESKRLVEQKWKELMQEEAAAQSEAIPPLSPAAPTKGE
Numbers without * were called inactive. Some of the compounds tested; rates above refer to the full screens.

SMILES | TbREL1 inh
O=c1cc(CSc2ccc(Cl)cc2)nc(-c2ccccn2)[nH]1 | -3
CC1CN(C(=O)c2ccc3c(c2)OCO3)OC(c2ccccc2)O1 (stereo unspecified) | 3
Cc1ccc(S(=O)(=O)N(C)C)cc1NC(=S)NC1CCCC(C)C1C (stereo unspecified) | -1
Cc1ccc(S(=O)(=O)CC(=O)Nc2cc(C)on2)cc1 | 4
Cc1cccnc1C1=NOC(Cc2ccccc2)C(=O)N1CCOc1ccc(F)cc1 (stereo unspecified) | 2
CC(=O)Nc1ccc(NC(=O)c2ccccc2CC[N+](=O)[O-])cc1 | 3
CN1CC(O)([C@H](Cc2ccccc2)NC(=O)OC(C)(C)C)OCC1C(=O)NCc1cccc2ccccc12 (stereo partly specified) | 11*
O=C1[C@H](Cc2ccccc2)NCC=CC[C@H](c2ccc(Cl)cc2)N1Cc1ccccc1 | 0
O=C(c1ccccn1)C1CCCN(Cc2nc(Cc3cccc(F)c3)no2)C1 (stereo unspecified) | 3
COc1cc(OC)cc(-c2c(-c3cccs3)c3cc(-c4ccc(SC)cc4)ccc3n2C)c1 | 3
CCOC(=O)C1=C(c2ccccc2)Nc2c(c(=O)n(C)c(=O)n2C)C1c1ccc(O)c(OC)c1 (stereo unspecified) | -6
Cc1ccc(NC(=O)C2CCN(C(=O)OC(C)(C)C)CC2)cc1S(=O)(=O)N1CCCCC1 | -3
CN(C)CCCn1c(-c2ccccc2)nc(=S)c2c1CCCC2 | -2
Cc1cccc(C(=O)Nc2c(C#N)c(C)c(C)n2Cc2ccccc2)c1 | -3
Cc1ccc(-n2cccn2)c(CN2CCC(CO)(CCc3ccccc3)CC2)c1 | 3
c1nc(NC[C@@H]2CCCO2)c2cc(-c3ccc4c(c3)OCO4)ccc2n1 | -1
CCn1cc(C(=O)NCC2CCCO2)c2cc(OC)c(OC)cc2c1=O (stereo unspecified) | 0
COc1ccc(C2=NOC(Cn3nc(C(=O)NCc4ccc(OC(F)(F)F)cc4)cc3-c3ccccc3)C2)cc1 (stereo unspecified) | 7
Nc1cccc([N+](=O)[O-])c1 | 8
CCOc1ccc(NC(=O)CC2C(=O)N(c3ccccc3)C(=S)N2Cc2ccccn2)cc1 (stereo unspecified) | -4
COC(=O)C(C)(C(=O)OC)c1ccc([N+](=O)[O-])cn1 | 1
O=C(c1ccc(N2CCN(C(=O)c3ccc(F)cc3F)CC2)cc1)c1cccc(F)c1 | -1
CCCCNC(=S)Nc1cccc(C(C)=O)c1 | -7
COc1ccc(C(=O)c2c[nH]c(C(=O)NCc3cccnc3)c2)cc1 | 1
O=C(COC(=O)/C=C/c1cccc(C(F)(F)F)c1)NC1CCCCCC1 | 2
O=C(OCCc1cc2ccccc2c(=O)o1)c1ccc(C(F)(F)F)cc1 | 0
COc1ccc(C(CNC(=O)c2ccc(NS(=O)(=O)c3ccc(F)c(C)c3)cc2)N(C)C)cc1 (stereo unspecified) | 3
COc1ccc(Cc2noc(CN(C)CC3CCN(Cc4ccccc4)CC3)n2)cc1OC | -3
Cc1cc(C)c(CN2CCN(C(=O)Cn3cnc4c(NCc5ccccc5)ncnc43)CC2)c(C)c1 | -4
CCCn1c(SCC(=O)Nc2nc(C)c(C(=O)OC)s2)nnc1C(C)C | 0
Cn1c(NC(=O)/C=C/c2ccccc2)cc(=O)n(C)c1=O | 5
Cc1ccc(C=Nn2c(-c3n[nH]c4c3CCC4)n[nH]c2=S)s1 | -6
O=C(Nc1ccc(S(=O)(=O)N2CCOCC2)cc1)C1CCCCC1 | -1
COc1ccc(N2C(=O)C3CCCCC3C2=O)cc1NC(=O)c1ccccc1 (stereo unspecified) | 2
O=C(Cc1ccc(NC(=O)C2CCCN(C(=O)C3CCCC3)C2)cc1)Nc1ccc(C(=O)N2CCOCC2)cc1 (stereo unspecified) | 5
CCOc1ccc2nc(N(CCN(CC)CC)C(=O)c3ccc([N+](=O)[O-])cc3)sc2c1 | 2
c1ccc2c(c1)nc(NC1CCCCC1)c1nncn12 | -1
Cc1cccc(C(=O)NNC(=O)c2ccc(-c3ccccc3)cc2)c1 | -1
COc1ccc(CCN2C(=O)c3ccccc3C2c2nnnn2C(C)C)cc1OC (stereo unspecified) | 1
CCN(CC)C(=O)CC(c1cc(OC)c(OC)c(OC)c1)c1c(O)cc(OC)cc1OC (stereo unspecified) | -2
O=C(CSc1nc2c(sc3ccccc32)c(=O)n1CCCN1CCCC1)NCc1ccco1 | -2
CC(C)N1CN=C(Nc2nc3ccccc3o2)NC1 | 3
CCOc1cc(NC(=S)NCCCN2CCOCC2)c(OCC)cc1NC(=O)C(C)C | -4
Cc1ccc(CNC(=O)CCC2CCCN(Cc3cccc4ncccc34)C2)o1 (stereo unspecified) | 2
CCOC(=O)C1=C[C@@H](C2CCCC2)N(S(=O)(=O)c2ccc([N+](=O)[O-])cc2)[C@H]1c1ccccc1 | 4
Cc1cccc(NC(=O)Nc2nnc(N3CCCCC3C)s2)c1C (stereo unspecified) | -1
CCN1C(=O)c2ccccc2S(=O)c2ccc(C(=O)NCCCN3CCCC3=O)cc21 (stereo unspecified) | -2
CSc1nc(C)nc(N/C=C(\C#N)S(=O)(=O)c2ccccc2Cl)n1 | 5
CCCCOc1ccc(/C(O)=C2/C(=O)C(=O)N(Cc3cccnc3)C2c2ccncc2)c(C)c1 (stereo unspecified) | 6
COc1cccc(C(=O)Nc2ccccc2N2CCN(C(=O)c3ccccc3)CC2)c1 | -1
O=C(Cn1nnc2c(cnn2-c2ccccc2)c1=O)NCc1cccs1 | 4
COc1ncnc2c1oc1nc(CC(C)C)c3c(c12)CCCC3 | 3
O=C(CS(=O)CC(=O)N(c1cccc(F)c1)C(C(=O)NC1CCCCC1)c1ccco1)Nc1ccc(F)cc1 (stereo unspecified) | -2
Cc1cccc(C2=N/C(=C\c3cccnc3)C(=O)O2)c1 | 3
CCOc1ccc(S(=O)(=O)NCCC(=O)N2CC(C)CC(C)C2)cc1 (stereo unspecified) | 1
CC[C@]12c3[nH]c4cc(-c5ccco5)ccc4c3CCN1C(=O)[C@@H](CC(=O)NCCc1ccccn1)C[C@@H]2C(=O)N1CCN(C(=O)c2ccco2)CC1 | -1
Cc1cccc(-c2noc(-c3ccc(F)cc3)n2)c1 | 0
O=C(NCCCc1ccccc1)[C@H](Cc1ccccc1)NC1(C(=O)NCCc2c[nH]c3ccccc23)CCOCC1 | -5
O=C(C1CCCN(S(=O)(=O)c2ccc(Br)s2)C1)N1CCCCCC1 (stereo unspecified) | -2
COc1ccc(NC(=O)C(OC(=O)CNC(=O)c2ccccc2)c2ccccc2)cc1F (stereo unspecified) | 0

Following part.
SMILES | TbREL1 inh
COC(=O)c1nn(-c2ccc(C)cc2)c2nnc(Cc3ccccc3)c(=O)n12 | -1
O=S(=O)(c1cc(F)ccc1F)N1CCC2(CC1)OCCN2S(=O)(=O)c1ccccc1 | 1
OCC[C@H]1C[C@H](O)[C@@H](O)[C@]2(CCCCO2)O1 | 1
COc1cc(OC)cc(C(=O)Nc2ccccc2C(=O)NC2CC2)c1 | 0
CC(=O)c1c(C)nc(-c2ccc(OCC(=O)Nc3ccccc3)cc2)n1O | -3
O=C(N1CCN(c2ccccc2F)CC1)C12CC3CC(CC(C3)C1)C2 | 1
Cc1ccc(-n2nc(C(=O)NCc3ccc(C)o3)c3c4ccccc4n(C)c3c2=O)cc1 | -3
COc1ccc(C(=O)NCC(=O)OCC(=O)c2c(C)[nH]c3ccccc23)cc1OC | 1
CC(C)(C)c1ccc(C(=O)CCC(=O)OCC(=O)NCCc2ccc(S(N)(=O)=O)cc2)cc1 | 0
Cc1cc(Br)c(Cl)cc1NC(=O)CN1C(=O)C2C3CC(c4ccccc4)C(C3)C2C1=O (stereo unspecified) | -1
COc1ccc(/C=C/C(=O)NC(=S)NNC(=O)Cc2cccs2)cc1OC | -9
O=C(O)CC1(CC(=O)Nc2ccc(C(F)(F)F)cc2)CCCC1 | 4
COc1ccc(CCNC(=O)C2CCCN(S(=O)(=O)c3cnc[nH]3)C2)cc1OC (stereo unspecified) | 5
N#Cc1ccc(OCC(=O)Nc2ccncc2)cc1 | -1
COc1ccc(OC)c(-n2c(-c3ccc(S(C)(=O)=O)cc3)cc(C=O)c2C)c1 | 2
COCCNC(=S)NCc1cccs1 | 2
COc1ccc(OCCCC(=O)NCC(C)C)cc1 | 0
CCCCN1C(=O)C(=O)NC[C@@H]1CCCCN | 0
COc1ccc(CCNC(=O)[C@@H](NC(=O)N2CCn3c2nc2ccccc23)C(C)C)cc1OC | 2
Cc1ccc(C(=O)NCCc2nnc3ccc(SCC(=O)Nc4c(C)cc(C)cc4C)nn23)cc1 | -1
CCc1ccccc1NC(=O)Nc1c(C)n(C)n(-c2ccccc2)c1=O | -2
O=C(O)CCC(=O)N1N=C(c2ccc(Br)cc2)CC1c1cccs1 (stereo unspecified) | -1
CCN=C1SC(CC(=O)Nc2ccc(C(F)(F)F)cc2)C(=O)N1CC (stereo unspecified) | 1
CCCN1CN(Cc2ccccc2)CNC1=S | -5
O=C(CCN1CCCO1)NC1CCCc2c1cnn2-c1ccccc1F (stereo unspecified) | -1
O=C(CCC(=O)c1ccc(F)cc1)OC1CCOC1=O (stereo unspecified) | 2
COc1cccc(N/C(SCc2cccc([N+](=O)[O-])c2)=C(/C#N)C(=O)NCc2cccs2)c1 | -1
COc1ccccc1Cc1c(C2CCCCC2)nc2cc(C)c(Br)c(C)n12 | 4
O=C(Nc1ccc(Cl)cc1)C1CCCN(S(=O)(=O)c2cnc[nH]2)C1 (stereo unspecified) | 0
O=C(NC1CC(=O)N(c2ccccc2)C1)N1CCN(C(=O)c2ccco2)CC1 (stereo unspecified) | 2
CCOc1ccc2[nH]c(=O)c(CN(CC3COCCO3)C(=O)c3ccc(C)cc3)cc2c1 (stereo unspecified) | 1
O=C1CN(C(=O)CSc2nncs2)c2ccccc2N1 | 1
CCOC(=O)C1CN(S(=O)(=O)c2ccc(F)cc2)C1 | -1
C=CCn1c(SCC(=O)c2ccc(O)c(O)c2)nnc1-c1cccc(Cl)c1 | -4
C=CCc1ccc(OCC(O)CN2CCCCC2)c(OC)c1 (stereo unspecified) | 4
CCCCc1nnc(NC(=O)CN2C(=O)C3CCCCC3C2=O)s1 (stereo unspecified) | 1
CC(C)(C)c1ccc(OCC(=O)NNC(=O)CCc2ccccc2)cc1 | -1
CCCCCCNC(=O)c1ccc(Br)o1 | 1
O=S(=O)(NCc1ccco1)c1cccc(S(=O)(=O)N2CCCCC2)c1 | 5
Cc1nnc(SCC(=O)NC(=O)Nc2ccc3c(c2)OCCO3)s1 | -1
CCN1C(=O)C2(Nc3ccccc3-c3nc4ccccc4n32)c2cc(OC)ccc21 (stereo unspecified) | -1
O=C(O)Cc1c(-c2ccccc2Cl)c2cc(Br)ccc2[nH]c1=O | 1
CCN1CCN(CC(=O)Nc2ccc3c(c2)OCCO3)C(=O)C1=O | 3
CSc1cccc(NC(=O)CCCn2c(=O)c3cccn3c3cccnc32)c1 | -1
CCOC(=O)c1c(NS(=O)(=O)Cc2ccccc2)sc2c1CCCC2 | -7
O=C(Nc1ccccc1)Nc1cccc(Cl)c1 | 9
S=C(NCc1cccs1)Nc1ccc(Br)cc1Cl | -2
Cc1cc(C)nc(N/N=C/C2=C(O)CC(c3ccccc3)CC2=O)n1 (stereo unspecified) | -5

A second format for some results above.
Molecule: Cc1ccc(S(=O)(=O)CC(=O)Nc2cc(C)on2)cc1
  TbREL1 inh = 4
Molecule: Cc1cccc(C(=O)NNC(=O)c2ccc(-c3ccccc3)cc2)c1
  TbREL1 inh = -1

(cont.)
SMILES | TbREL1 inh
O=C(c1ccccc1)c1nn(-c2cccc(Cl)c2)ccc1=O | 0
C=CC[C@@H](CC(=O)N(CCO)Cc1ccccc1)C(=O)NC[C@H](OC(=O)[C@@H](CC=C)CC(=O)OC(C)(C)C)c1ccccc1 | -2
Cc1cccc(Oc2cc(NC(=O)c3ccccc3)cc([N+](=O)[O-])c2)c1 | 4
CC(=O)c1c(C)[nH]c(C(=O)OCC(=O)Nc2c(C)cccc2C)c1C | 0
Cc1ccc(OCC(O)CN2C(=O)NC(C)(C)C2=O)cc1C (stereo unspecified) | -2
CCCCn1c(N)c(N(CCOC)C(=O)CC(NC(=O)c2ccccc2)c2ccccc2)c(=O)[nH]c1=O (stereo unspecified) | 4
CC(Oc1cccc(Cl)c1)C(=O)Nc1ccc(S(=O)(=O)Nc2ncccn2)cc1 (stereo unspecified) | -1
COc1cccc(C2NC(C)(C(=O)O)C3C(=O)N(C(C)C)C(=O)C23)c1O (stereo unspecified) | 1
COC(=O)C(Cc1ccc(O)cc1)NC(=O)CCc1nc2ccccc2s1 (stereo unspecified) | -1
COc1ccc(CC(=O)N2CCc3ccccc3C2)cc1 | 6
O=C(CCl)Nc1cccc(S(=O)(=O)NC2=NCCC2)c1 | -3
Cc1ccc(C(C)NC(=O)c2cc3cc(Br)ccc3oc2=N)cc1 (stereo unspecified) | 7
O=C(CSc1ccc(Cl)cc1)Nc1ccc(N2CCN(c3ccccc3)CC2)c(F)c1 | -2
CCOC1=C2CN(S(=O)(=O)c3ccc(C)cc3)[C@H](c3ccccc3)C[C@H]2[C@H]2C(=O)N(c3ccccc3)C(=O)[C@H]2C1 | 4
Cn1ncc2c(NNC(=O)c3ccc(Cl)c(Cl)c3)ncnc21 | 8

Rewritten as labelled records: part of the list above.
Compound: O=C(N1CCN(c2ccccc2F)CC1)C12CC3CC(CC(C3)C1)C2
  TbREL1 inh: 1
Compound: Cc1ccc(-n2nc(C(=O)NCc3ccc(C)o3)c3c4ccccc4n(C)c3c2=O)cc1
  TbREL1 inh: -3
Compound: COc1ccc(C(=O)NCC(=O)OCC(=O)c2c(C)[nH]c3ccccc23)cc1OC
  TbREL1 inh: 1
